Screening results deposited in PubChem by several laboratories.
K1F lysis inhibition: protection from phage-mediated lysis, alamar blue read-out – E. coli UTI89, K1F phage, bacterial capsule biogenesis inhibitors (AID 488966); E. coli UTI89 K1F phage lysis, alamar blue, 2 h; higher % means a stronger effect; one-dose inhibition, % at 100 µM; IC50 in µM for titrated hits; 340,000 compounds, 0.02% hits;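 active = phage lysis inhibition, versus mean bacterial control, above a set limit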;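 also: capsule biogenesis inhibitors block K1F phage lysis so surviving cells raise fluorescence; higher fluorescence means more inhibition of phage lysis; actives were called in the ten point dose series up to 300 µM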
NTR1 agonist: agonists of NTR1, primary screen, imaging, U2OS cells, beta-arrestin-GFP, high content (AID 493036); NTR1-U2OS beta-arrestin-GFP spot imaging, agonist mode; activation, % at 20 µM; 330,000 compounds, 0.17% hits; P30989;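 active = activation at or above 40% of the spot to cytoplasm intensity ratio, with at least 20 cells analyzed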;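 also: 0% = DMSO without peptide and 100% = 100 nM NTR1 peptide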
Target sequence (P30989 whole entry, looked up): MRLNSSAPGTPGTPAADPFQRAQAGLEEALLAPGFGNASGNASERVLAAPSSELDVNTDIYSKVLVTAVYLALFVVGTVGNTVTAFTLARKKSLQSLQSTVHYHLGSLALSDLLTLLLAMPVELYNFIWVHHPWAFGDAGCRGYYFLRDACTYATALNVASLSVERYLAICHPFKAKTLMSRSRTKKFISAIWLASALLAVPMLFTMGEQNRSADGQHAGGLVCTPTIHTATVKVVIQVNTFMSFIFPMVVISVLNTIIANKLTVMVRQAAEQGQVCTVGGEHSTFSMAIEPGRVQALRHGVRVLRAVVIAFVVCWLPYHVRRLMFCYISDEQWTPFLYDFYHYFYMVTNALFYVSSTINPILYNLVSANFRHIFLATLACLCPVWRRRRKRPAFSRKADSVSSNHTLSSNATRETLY
GPR55 antagonists: GPR55 antagonists blocking LPI-driven arrestin recruitment, primary screen, imaging, U2OS, beta-arrestin-GFP, LPI agonist (AID 2013) | U2OS GPR55 beta-arrestin-GFP translocation imaging, LPI antagonism; higher % means a stronger effect | inhibition, % at 10 µM, or IC50 in µM where a hit was titrated | 290,000 compounds, 0.13% hits;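 active = spots per cell inhibited over 60%, with over 100 cells counted and total cytoplasm intensity under 500,000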;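 also: U2OS cells stably carrying GPR55 and arrestin-GFP stimulated by 5 µM LPI near EC80; imaged beta-arrestin-GFP aggregate spots per cell after agonist stimulation; plate controls were LPI-stimulated DMSO wells for no effect and DMSO wells without LPI for full effect; some results filed as inactive read as strong as hits; confirmed hits need IC50 under 10 µM and bright autofluorescent wells are also inconclusive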
HIV peptide binding: cell-free HIV fusion peptide-binding blockers – biochemical, uHTS, fluorescence dequenching, primary screen (AID 1986); cell-free peptide binding, fluorescence dequenching, 30 min; higher % means a stronger effect; inhibition, % at 20 µM; hits with a dose series show IC50 in µM; 290,000 compounds, 0.3% hits; in the data active = inhibition mostly above about 52%, no sharp cut-off; inactive = mostly below about 76%; also: some results filed as inactive read as strong as hits
NS5 inhibitors: flavivirus cap methylation enzyme inhibition – biochemical, confirmation dose response, primary screen (AID 588689); Dengue-2 NS5 methyltransferase capping enzyme assay, biochemical; higher % means a stronger effect; inhibition, % at 25 µM, or IC50 in µM where a hit was titrated; 340,000 compounds, 0.3% hits; in the data active = a potency from the dose series
GPR55 beta-arrestin: selective activators of receptor GPR55 – imaging, U2OS cells, beta-arrestin-GFP redistribution, primary screen (AID 1961); U2OS GPR55 beta-arrestin-GFP redistribution imaging; higher % means a stronger effect; activation, % at 10 µM, or EC50 in µM where a hit was titrated; 290,000 compounds, 0.048% hits;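 active = activation above 40% with more than 50 cells counted in the well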;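 also: U2OS osteosarcoma cells stably expressing GPR55 and beta-arrestin-GFP; plate controls were DMSO negative control for no effect and LPI positive control for full effect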
GPR35 antagonists: inhibition of zaprinast-stimulated GPR35 beta-arrestin translocation – imaging, U2OS, beta-arrestin-GFP, zaprinast agonist, primary screen (AID 2058) | 290,000 compounds, 0.052% hits | inhibition, % at 10 µM; hits with a dose series show IC50 in µM | U2OS GPR35 beta-arrestin-GFP translocation imaging, zaprinast antagonism; higher % means a stronger effect;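 active = inhibition of at least 50% with at least 30 cells and total cytoplasm GFP at most 10,000,000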
AID2073: inhibitors of Mint1-CaV2.2 protein interaction, biochemical, HTRF (AID 2073) | one-dose inhibition, % at 20 µM; IC50 in µM for titrated hits | HTRF protein-protein interaction, Mint1-CaV2.2; higher % means a stronger effect | 290,000 compounds, 0.19% hits; in the data active = inhibition mostly above about 51%, no sharp cut-off; also: some results filed as inactive read as strong as hits
SIAH1 antagonists: Siah-1 peptide-binding antagonists, primary screen, biochemical, fluorescence polarization, rhodamine-plectin, uHTS (AID 1817). Siah-1 / rhodamine-plectin peptide fluorescence polarization; higher % means a stronger effect. displacement, % at 20 µM, or IC50 in µM where a hit was titrated. 290,000 compounds, 0.02% hits;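 active = displacement of at least 50% at 20 µM, with a fluorescence ratio check between 0.3 and a set limit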;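 also: plate controls were Siah plus tracer with DMSO for no effect and tracer alone without Siah for full effect; strong numbers were not always called active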
NTR1 agonist cell count 20 µM: also measured in NTR1 agonist; calls as there; cell count; measured here: cell count, cytotoxicity flag
NS5 inhibitors pilot replicate: recorded beside NS5 inhibitors, whose call it bears; inhibition, %; measured here: pilot screen replicate inhibition
* = called active by the depositor; [ ] = another dose, or the depositor's remark.

For Cc1cccc(NC(=O)Cn2nc(C(F)(F)F)cc2C2CC2)c1 the results were K1F lysis inhibition -0.5%, NTR1 agonist 0.9, GPR55 antagonists -3.2%, HIV peptide binding -1.7%, NS5 inhibitors -2.4%, GPR55 beta-arrestin -0.1%, GPR35 antagonists 15.5%, AID2073 0.7%, SIAH1 antagonists -4.7% and NTR1 agonist cell count 20 µM 57.
Cc1ccc(C(=O)Nc2cccc(C(=O)NC3CCCCC3)c2)cc1 was read as K1F lysis inhibition 0.2%, NTR1 agonist 1.7, GPR55 antagonists -2.5%, HIV peptide binding 1.7%, NS5 inhibitors -0.6%, GPR55 beta-arrestin 0.2%, GPR35 antagonists -4.4%, AID2073 2.1%, SIAH1 antagonists -2.6% and NTR1 agonist cell count 20 µM 75.
`COc1c(/C=N/NS(=O)(=O)c2ccc(C)cc2)c(CCN(C)C(C)=O)cc2c1OCO2` gave K1F lysis inhibition 0.0%, NTR1 agonist 0.6, GPR55 antagonists -8.3%, HIV peptide binding -0.2%, NS5 inhibitors 0.0%, GPR55 beta-arrestin -0.1%, GPR35 antagonists 4.5%, AID2073 -3.4%, SIAH1 antagonists -7.4% and NTR1 agonist cell count 20 µM 55.
For COc1cc(-c2cc(C(=O)Nc3ccc(N4CCOCC4)cc3)c3ccccc3n2)cc(OC)c1OC the results were K1F lysis inhibition 0.0%, NTR1 agonist 6.3, GPR55 antagonists -5.3%, HIV peptide binding -0.7%, NS5 inhibitors -2.4%, GPR55 beta-arrestin -0.1%, GPR35 antagonists 9.1%, AID2073 -2.1%, SIAH1 antagonists -3.2% and NTR1 agonist cell count 20 µM 63.
Screening C[n+]1ccccc1COc1ccc(C(C)(C)C)cc1 returned K1F lysis inhibition 3.4%[50 µM], NTR1 agonist 3.1, GPR55 antagonists 6.3%, HIV peptide binding 0.1%, NS5 inhibitors -8.3%, GPR55 beta-arrestin 0.0%, GPR35 antagonists 1.5%, AID2073 11.9%, SIAH1 antagonists 6.8% and NTR1 agonist cell count 20 µM 71.
Screening COc1ccc(Cl)cc1C(=O)NNC(=S)NC(=O)c1ccc(F)c(F)c1 returned K1F lysis inhibition 0.5%, NTR1 agonist 15.3, GPR55 antagonists -1.7%, HIV peptide binding 3.1%, NS5 inhibitors -2.9%, GPR55 beta-arrestin 0.0%, GPR35 antagonists 1.6%, AID2073 -13.1%, SIAH1 antagonists -6.2% and NTR1 agonist cell count 20 µM 98.
For COCc1cc(C)[nH]c(=O)c1C(=O)NC12CC3CC(CC(C3)C1)C2 the results were K1F lysis inhibition -2.2%, NTR1 agonist -0.5, GPR55 antagonists 4.4%, HIV peptide binding 0.0%, NS5 inhibitors 4.5%, GPR55 beta-arrestin 0.2%, GPR35 antagonists 18.7%, AID2073 -12.2%, SIAH1 antagonists -1.5% and NTR1 agonist cell count 20 µM 58.
`COc1ccc(C(=O)C(C)[n+]2ccc(-c3nnc4n3CCCCC4)cc2)cc1` (stereo unspecified) gave NTR1 agonist 1.7, GPR55 antagonists 2.8%, HIV peptide binding 0.5%, GPR55 beta-arrestin -0.2%, GPR35 antagonists 4.5%, AID2073 8.4%, SIAH1 antagonists 9.4% and NTR1 agonist cell count 20 µM 50.
For O=C(CCCc1c[nH]c2ccccc12)NCc1ccc2c(c1)OCO2 the results were K1F lysis inhibition 0.2%, NTR1 agonist -1.0, GPR55 antagonists -11.5%, HIV peptide binding -1.8%, NS5 inhibitors -3.4%, GPR55 beta-arrestin 0.0%, GPR35 antagonists -13.4%, AID2073 -3.6%, SIAH1 antagonists -0.3% and NTR1 agonist cell count 20 µM 74.
CCOC(=O)[C@@H]1[C@H]2COc3ccccc3[C@@H]2N2C(=O)N(c3ccccc3)C(=O)[C@@]12C was read as K1F lysis inhibition 0.4%, NTR1 agonist -2.7, GPR55 antagonists 10.4%, HIV peptide binding 2.3%, NS5 inhibitors -2.4%, GPR55 beta-arrestin 0.8%, GPR35 antagonists -4.6%, AID2073 -4.1%, SIAH1 antagonists 4.3% and NTR1 agonist cell count 20 µM 62.
`CSc1nsc(SC)c1C(=O)NCCNS(=O)(=O)c1ccc(C)cc1` gave K1F lysis inhibition 0.4%, NTR1 agonist -0.8, GPR55 antagonists -10.6%, HIV peptide binding -0.8%, NS5 inhibitors -8.6%, GPR55 beta-arrestin 0.2%, GPR35 antagonists -5.9%, AID2073 -5.8%, SIAH1 antagonists -0.4% and NTR1 agonist cell count 20 µM 34.
Screening CCOc1ncccc1C(=O)OCC(=O)c1ccccc1Br returned K1F lysis inhibition 0.3%, NTR1 agonist 1.9, GPR55 antagonists 10.0%, HIV peptide binding -1.4%, NS5 inhibitors -5.8%, GPR55 beta-arrestin 0.3%, GPR35 antagonists -5.2%, AID2073 2.8%, SIAH1 antagonists -3.3% and NTR1 agonist cell count 20 µM 62.
For CCOC(=O)N1CCC(NC(=O)CN2C(=O)CSc3nc(C)cc(C)c32)CC1 the results were K1F lysis inhibition -3.9%, NTR1 agonist 0.3, GPR55 antagonists 4.4%, HIV peptide binding 0.7%, NS5 inhibitors -4.5%, GPR55 beta-arrestin -0.1%, GPR35 antagonists -6.9%, AID2073 -2.5%, SIAH1 antagonists 0.4% and NTR1 agonist cell count 20 µM 59.
For O=C(c1ccco1)N1CCN(S(=O)(=O)c2c(Cl)cccc2Cl)CC1 the results were K1F lysis inhibition 0.1%, NTR1 agonist -0.7, GPR55 antagonists -27.4%, HIV peptide binding -1.7%, NS5 inhibitors -7.5%, GPR55 beta-arrestin -0.1%, GPR35 antagonists 2.0%, AID2073 -5.7%, SIAH1 antagonists 1.7% and NTR1 agonist cell count 20 µM 57.
Cc1ccc(C(=O)NCC(=O)N2CCCCCC2)cc1 was read as K1F lysis inhibition 0.2%, NTR1 agonist -0.5, GPR55 antagonists 10.7%, HIV peptide binding -1.4%, NS5 inhibitors 4.8%, GPR55 beta-arrestin -0.1%, GPR35 antagonists 8.4%, AID2073 8.1%, SIAH1 antagonists -5.2% and NTR1 agonist cell count 20 µM 53.
Screening Cc1ccccc1N(C)S(=O)(=O)c1ccc2[nH]cc(C(=O)NCC3CCCO3)c(=O)c2c1 (stereo unspecified) returned K1F lysis inhibition 0.9%, NTR1 agonist 2.4, GPR55 antagonists 7.2%, HIV peptide binding 0.3%, NS5 inhibitors 3.2%, GPR55 beta-arrestin -0.1%, GPR35 antagonists -5.6%, AID2073 -17.6%, SIAH1 antagonists -2.0% and NTR1 agonist cell count 20 µM 79.
`CC(Sc1nc(N2CCOCC2)nc(N2CCOCC2)n1)C(=O)Nc1ccccc1` (stereo unspecified) gave K1F lysis inhibition -1.7%, NTR1 agonist -1.5, GPR55 antagonists 2.3%, HIV peptide binding 7.8%, NS5 inhibitors -2.2%, GPR55 beta-arrestin -1.0%, GPR35 antagonists 6.3%, AID2073 -1.9%, SIAH1 antagonists -4.2% and NTR1 agonist cell count 20 µM 67.
For CCOC(=O)c1ccc(N2Cc3ccccc3C2=NC(=O)c2cccs2)cc1 the results were K1F lysis inhibition 2.0%, GPR55 antagonists 13.6%, HIV peptide binding 1.7%, NS5 inhibitors -1.5%, GPR55 beta-arrestin -0.1%, GPR35 antagonists 8.5%, AID2073 19.5% and SIAH1 antagonists -0.3%.
Screening COc1ccc(N2CCN(C(=O)CSc3nnnn3-c3ccc4c(c3)OCCO4)CC2)cc1 returned K1F lysis inhibition 4.6%, NTR1 agonist 0.3, GPR55 antagonists 10.6%, HIV peptide binding -0.1%, NS5 inhibitors -3.8%, GPR55 beta-arrestin 0.6%, GPR35 antagonists 1.0%, AID2073 11.2%, SIAH1 antagonists 0.9% and NTR1 agonist cell count 20 µM 59.
COc1cc(/C=C(/C#N)c2nc3ccccc3c(=O)[nH]2)ccc1O was read as K1F lysis inhibition -0.6%, NTR1 agonist -2.1, GPR55 antagonists -1.1%, HIV peptide binding 11.3%, NS5 inhibitors -1.8%, GPR55 beta-arrestin 0.8%, GPR35 antagonists -3.6%, AID2073 3.2%, SIAH1 antagonists 8.7% and NTR1 agonist cell count 20 µM 58.
For CCN1CCN(Cc2nc3c(c(=O)[nH]c(=O)n3C)n2Cc2ccccc2Cl)CC1 the results were K1F lysis inhibition 0.3%, NTR1 agonist -2.1, GPR55 antagonists 8.9%, HIV peptide binding 0.3%, NS5 inhibitors -4.2%, GPR55 beta-arrestin 0.3%, GPR35 antagonists -9.8%, AID2073 -5.4%, SIAH1 antagonists 15.8% and NTR1 agonist cell count 20 µM 54.
`CCCCOC(=O)c1nc[nH]c1C(=O)OCCCC` gave K1F lysis inhibition 0.6%, NTR1 agonist -0.2, GPR55 antagonists 5.5%, HIV peptide binding 1.5%, NS5 inhibitors -11.9%, GPR55 beta-arrestin -0.1%, GPR35 antagonists 7.1%, AID2073 -1.7%, SIAH1 antagonists 1.6% and NTR1 agonist cell count 20 µM 44.
Screening O=C(NCC1(c2ccccc2)CCCC1)c1ccc(Br)cc1 returned K1F lysis inhibition 7.3%, NTR1 agonist 0.1, GPR55 antagonists 5.8%, HIV peptide binding -5.3%, NS5 inhibitors -3.6%, GPR55 beta-arrestin 0.5%, GPR35 antagonists 11.1%, AID2073 -4.1%, SIAH1 antagonists -1.6% and NTR1 agonist cell count 20 µM 58.
Screening CC(C)(C)c1cc(C(=O)N/N=C/c2ccncc2)n[nH]1 returned K1F lysis inhibition -1.2%[50 µM], NTR1 agonist 2.0, GPR55 antagonists 2.6%, HIV peptide binding -0.8%, NS5 inhibitors -4.2%, GPR55 beta-arrestin -0.2%, GPR35 antagonists -18.6%, AID2073 0.6%, SIAH1 antagonists 10.0% and NTR1 agonist cell count 20 µM 57.
Screening Cc1ccc(C(C)C)c(OCCNCCc2ccccc2)c1 returned K1F lysis inhibition 1.0%, NTR1 agonist 9.1, GPR55 antagonists 19.2%, HIV peptide binding -1.6%, NS5 inhibitors -3.3%, GPR55 beta-arrestin 0.4%, GPR35 antagonists 0.1%, AID2073 9.6%, SIAH1 antagonists -1.2%, NTR1 agonist cell count 20 µM 57 and NS5 inhibitors pilot replicate -2.4.
For COC(=O)c1ccc(NC(=O)CSc2nncn2-c2ccccn2)cc1 the results were K1F lysis inhibition 0.1%, NTR1 agonist 2.4, GPR55 antagonists -6.4%, HIV peptide binding 1.9%, NS5 inhibitors 2.4%, GPR55 beta-arrestin -0.1%, GPR35 antagonists 1.8%, AID2073 3.4%, SIAH1 antagonists 10.7% and NTR1 agonist cell count 20 µM 45.
